CHT inh: inhibitors of human choline transporter CHT; B-score at 10 µM; Q9GZV3; CHT-expressing cells, membrane potential dye, choline response; hits give low values; 310,000 tested, 0.86% active;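 active means B-score over 3 SD under the library average, and starting fluorescence ratio not unusually high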;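 further: choline stimulus applied at its EC90 after an EC20 pre-addition; B-score computed on integrated fluorescence ratio after choline addition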
Target sequence (Q9GZV3 whole entry, looked up): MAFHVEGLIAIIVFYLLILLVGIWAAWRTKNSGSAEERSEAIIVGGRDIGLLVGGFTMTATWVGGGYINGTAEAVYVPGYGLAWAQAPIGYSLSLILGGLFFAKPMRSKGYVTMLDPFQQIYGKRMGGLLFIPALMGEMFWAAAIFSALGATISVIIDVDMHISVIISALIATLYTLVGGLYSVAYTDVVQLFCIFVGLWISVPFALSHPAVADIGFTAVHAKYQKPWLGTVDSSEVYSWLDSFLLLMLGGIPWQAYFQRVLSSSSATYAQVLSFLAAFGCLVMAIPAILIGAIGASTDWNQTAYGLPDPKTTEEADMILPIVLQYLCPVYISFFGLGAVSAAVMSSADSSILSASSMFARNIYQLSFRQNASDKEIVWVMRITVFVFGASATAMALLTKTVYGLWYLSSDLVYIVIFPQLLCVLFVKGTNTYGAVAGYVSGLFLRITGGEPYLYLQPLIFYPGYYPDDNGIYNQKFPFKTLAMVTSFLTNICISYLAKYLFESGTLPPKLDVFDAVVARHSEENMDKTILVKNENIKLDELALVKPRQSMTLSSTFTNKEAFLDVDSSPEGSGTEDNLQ
KCNQ2 block: KCNQ2 channel blockers in CHO-K1 cells – cell-based, FluxOR thallium flux, B-score, primary screen (AID 2156). 310,000 tested, 1.1% active. O88943. 20 min; hits give low values. B-score at 10 µM;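 active means fluorescence ratio B-score at most minus 3 library SDs, with starting brightness B-score within 2 library SDs, cut at about -5.5 in these data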
Calls only; i = inactive; x = not tested or not shown. The order is random, and some 1.9% of all compounds hit somewhere here.

Second line of a record – CHT inh, KCNQ2 block
Cc1nc2ccc(NC(=O)c3cccnc3)cc2s1
→ i, i
S=C(Nc1ccc2c(c1)OCCO2)Nc1ccc2c(c1)OCO2
→ i, i
COc1cc(O)c(C(CC(=O)N2CCCC2)c2cc(OC)c(OC)c(OC)c2)c(OC)c1 (configuration not stated)
→ i, i
COc1cccc(C(=O)NC2CCCc3c2cnn3-c2ccc(C)c(C)c2)c1OC (configuration not stated)
→ i, i
Cc1ccc(OCc2ccc(C(=O)Nc3nccs3)o2)cc1C
→ i, i
Cc1nn(-c2ccc(N3CCOCC3)nn2)c(C)c1CCC(=O)NCc1ccc(F)cc1
→ i, i
CC(=O)Nc1ccccc1C(=O)C(=O)Nc1cccc(F)c1
→ i, i
O=C(CC1C(=O)NCCN1Cc1ccc(F)cc1)NCCN1CCCc2ccccc21 (configuration not stated)
→ i, i
Cc1nn(-c2ccccc2)c(N2CCCC2)c1C=O
→ i, i
COC(=O)c1cccc(C(=O)N2CCCC(CNC(=O)c3ccccc3Cl)C2)c1 (configuration not stated)
→ i, i
Cc1cc([N+](=O)[O-])nn1Cc1ccc(C(=O)N/N=C/c2ccc(O)cc2O)cc1
→ i, i
Cc1cc(NCCN2CCOCC2)n2c(nc3ccccc32)c1C#N
→ i, i
CCN(CC(=O)Nc1ccccc1C(F)(F)F)C(=O)c1ccccc1SCC(=O)N1CCCC1
→ i, i
O=C(NCc1ccc2[nH]c3c(c2c1)CCCC3)c1ccc(S(=O)(=O)N2CCOCC2)cc1
→ i, i
O=S(=O)(NCc1ccccc1)c1ccc(S(=O)(=O)N(Cc2ccccn2)Cc2ccco2)cc1
→ i, i
O=C(C1CCN(S(=O)(=O)c2ccccc2)CC1)N1CCc2ccccc21
→ i, i
CCOc1ccc(C(=O)C(CN2CCOCC2)c2ccccc2)cc1 (configuration not stated)
→ i, i
O=C(CSCc1ccccc1)N1CCN(C(=O)c2ccco2)CC1
→ i, i
CCOC(=O)c1ccc(NC(=O)C(C)N2C(=O)c3ccccc3C2=O)cc1 (configuration not stated)
→ i, i
Cc1occc1-c1nnc(SCC(=O)NCc2ccc3c(c2)OCO3)n1CC(C)C
→ i, i

The list continues.
Second line of a record – CHT inh, KCNQ2 block
CC(C)n1cc(/C=C/c2cc[n+](C)cc2)c2ccccc21
→ x, i
COc1ccc(CCCC(=O)NC(C)c2ccccc2)cc1 (configuration not stated)
→ i, i
CC1(C)CC(NC(=S)NC2CC2)CC(C)(C)N1
→ i, i
CCc1c(C)nc(SCC(=O)Nc2nc(-c3ccc(OC)cc3)cs2)[nH]c1=O
→ i, i
CC(C)CC(=O)n1sc(NC(=O)c2ccccc2)nc1=O
→ i, i
O=C(CSCc1ccccc1)Nc1cccc(C(=O)Nc2ccccc2C(=O)O)c1
→ i, i
CC(=O)C1=C(O)C(=O)N(c2nccs2)C1c1ccccc1 (configuration not stated)
→ i, i
O=C(NCCN1CCCCC1)c1cc2ccccc2[nH]1
→ i, i
Cc1ccccc1N1CCN(C2=NC(=O)/C(=C\c3cccs3)S2)CC1
→ i, i
COc1ccc(S(=O)(=O)Nc2ccccc2)cc1
→ i, i
Cc1ccc(CSc2nnc(-c3ccc(NS(=O)(=O)c4ccccc4)cc3)o2)cc1
→ i, i
O=C(OCc1ccc([N+](=O)[O-])cc1)C1CC(=O)N(Cc2ccccc2Cl)C1 (configuration not stated)
→ i, i
CCN(CC)S(=O)(=O)c1ccc(NC(=O)c2cnc(C)cn2)cc1
→ i, i
CC1CN(S(=O)(=O)c2ccc(NC(=O)CCCN3C(=O)c4ccccc4C3=O)cc2)CC(C)O1 (configuration not stated)
→ i, i
Cc1ccc2cccc(Oc3ncnc4sc(C)c(C)c34)c2n1
→ i, i
CCCCNC(=O)CCn1c(=S)[nH]c2cc3c(cc2c1=O)OCO3
→ i, i
COc1ccc(NS(=O)(=O)c2cc(Cl)ccc2Cl)cc1S(=O)(=O)N1CCCCC1
→ i, i
CCc1nnc(NS(=O)(=O)c2ccc(NC(=O)COc3ccc(Cl)c(C)c3)cc2)s1
→ i, i
CC(C)N1C(=O)CCC1C(=O)NC1CCCC1 (configuration not stated)
→ i, i
CCOC(=O)c1c(C)[nH]c(C(=O)COC(=O)CCSc2ccccc2)c1C
→ i, i

Structures listed so far that contain an NH in an aromatic ring, in the order listed:
Second line of a record – CHT inh, KCNQ2 block
O=C(NCc1ccc2[nH]c3c(c2c1)CCCC3)c1ccc(S(=O)(=O)N2CCOCC2)cc1
→ i, i
CCc1c(C)nc(SCC(=O)Nc2nc(-c3ccc(OC)cc3)cs2)[nH]c1=O
→ i, i
O=C(NCCN1CCCCC1)c1cc2ccccc2[nH]1
→ i, i
CCCCNC(=O)CCn1c(=S)[nH]c2cc3c(cc2c1=O)OCO3
→ i, i
CCOC(=O)c1c(C)[nH]c(C(=O)COC(=O)CCSc2ccccc2)c1C
→ i, i

Next section
Second line of a record – CHT inh, KCNQ2 block
CCOC(CNC(=O)C(=O)Nc1cc2c3c(c1)CCN3C(=O)CC2)OCC
→ i, i
Cc1ccccc1NC(=O)CN1CCC(NC(=O)Nc2ccccc2)CC1
→ i, i
Cc1c(CN2CCC(CO)(CC3CCCCO3)CC2)cnn1C (configuration not stated)
→ i, i
CC(C)(O)[C@@H]1Cc2c(ccc3ccc(=O)oc23)O1
→ i, i
COc1cccc(/C=C2\SC(=S)N(CCCC(=O)N3CCCCC3CCO)C2=O)c1 (configuration not stated)
→ i, i
Cc1ccc(C(C(=O)NC2CCCC2)N(C(=O)Cc2cccs2)c2ccc3c(c2)OCCO3)cc1 (configuration not stated)
→ i, i
COc1ccc(N(C(=O)CNC(=O)c2ccco2)C(C(=O)NC2CCCC2)c2cccnc2)cc1 (configuration not stated)
→ i, i
Cc1ccc(S(=O)(=O)N(CC(=O)N2CCN(c3ccccc3F)CC2)C2CCCCC2)cc1
→ i, i
CCOc1ccc(CNc2ccc3c(c2)ncn3C(C)(C)C)cc1
→ i, i
O=[N+]([O-])c1c(-c2cn[nH]c2)n[nH]c1-c1cn[nH]c1
→ i, i
COc1ccc(Cc2nnc(NC(=O)Nc3ccccc3F)s2)cc1OC
→ i, i
CSCC[C@H](NC(=O)OC(C)(C)C)c1nnc(SCc2ccc(F)cc2)o1
→ i, i
Cc1cc(Br)ccc1NC(=O)CN(C)C(=O)CN1C(=O)NC2(CCCC2)C1=O
→ i, i
Cc1ccc(NC(=O)c2ccc(Cl)c(NC(=O)c3cccs3)c2)cc1
→ i, i
CN(C)c1ccc(/C=C2\SC(N3CCCCC3)=NC2=O)cc1
→ i, i
Cc1oc(-c2ccccc2)cc1C(=O)Nc1ccc(N(C)C)cc1
→ i, i
CCN(CC)CCCNC(=S)N(CCO)Cc1cc2cc3c(cc2[nH]c1=O)OCCO3
→ i, i
COc1ccc(N(C(=O)CNC(=O)c2ccco2)C(C(=O)NC2CCCCC2)c2cccnc2)cc1 (configuration not stated)
→ i, i
CNC(=O)C(C#N)(Cc1cc(C(C)=O)ccc1OC)Cc1cc(C(C)=O)ccc1OC
→ i, i
COCc1nc2sc(C)c(C)c2c(=O)[nH]1
→ i, i

Further compounds
Second line of a record – CHT inh, KCNQ2 block
COc1ccc(OCc2nnc(SCC(N)=O)n2N)cc1
→ i, i
O=C(Cc1ccc(Cl)cc1)N/N=C/c1ccccc1
→ i, i
Cc1ccc(C(=O)NCCNC(=O)Cc2ccccc2)cn1
→ i, i
Cc1ccc(CNC(=O)N2CCN(C)CC2)cc1
→ i, i
COc1ccc(/C=C/C(=O)NCC(=O)N/N=C(/C)c2ccco2)cc1
→ i, i
CNCC(O)c1ccc(OC(=O)C(C)(C)C)c(OC(=O)C(C)(C)C)c1 (configuration not stated)
→ i, x
O=C(NCC(=O)N(c1cccnc1)C(C(=O)NC1CCCC1)c1ccccc1)c1ccco1 (configuration not stated)
→ i, i
COc1cccc(CNC(=O)C2CCN(S(=O)(=O)N3CCC4(CC3)OCCO4)CC2)c1
→ i, i
Cc1ccccc1-n1c(O)c(/C=N/N2CCCCC2c2cccnc2)c(=O)[nH]c1=O (configuration not stated)
→ i, i
COc1ccc(C)cc1NC(=O)C1CC(=O)N(CCc2ccccc2)C1 (configuration not stated)
→ i, i
O=C1Nc2cccnc2N(C(=O)CCl)c2ccccc21
→ i, i
COC(=O)/C=C1/S/C(=N/N=C/c2ccco2)NC1=O
→ i, i
O=C1Nc2ccccc2N2CCCC12 (configuration not stated)
→ i, i
COC(=O)c1cc(S(=O)(=O)N2CCN(c3ccc(F)cc3)CC2)c[nH]1
→ i, i
Cc1ccc(C)c(N2CCN(C(=O)COc3cc(=O)n(C)c4ccccc34)CC2)c1
→ i, i
O=C(c1ccc(OC2CCN(CCc3ccccc3)CC2)cc1)N1CCCC(CCCO)C1 (configuration not stated)
→ i, i
CCCC(C(=O)NCc1ccco1)N(Cc1ccco1)C(=O)CNS(=O)(=O)c1ccccc1 (configuration not stated)
→ i, i
COc1cc(NC(=O)NCC2CCN(Cc3ccc(C)cc3)CC2)cc(OC)c1OC
→ i, i
O=C(COC(=O)CSc1ccc2ccccc2c1)NCc1ccc2c(c1)OCO2
→ i, i
CC(=O)Nc1cccc2c1Cc1ccccc1-2
→ i, i

Later entries.
Second line of a record – CHT inh, KCNQ2 block
Cc1cc(F)ccc1NCC(=O)Nc1ccccc1Br
→ i, i
C[N+](C)(C)CCNC(=O)c1c(O)c2c([nH]c1=O)CCCC2
→ i, i
CC1=C(C(=O)Nc2ccccc2C)C(c2cccnc2)n2nc(CCCO)nc2N1 (configuration not stated)
→ i, i
CCOC(=O)c1sc(NC(=O)Cn2nnc3sc4c(c3c2=O)CCC(C(C)(C)C)C4)nc1C (configuration not stated)
→ i, i
Cc1cccc(-n2nnnc2SCC(=O)Nc2cccc(S(N)(=O)=O)c2)c1
→ i, i
Cc1ccc(C(=O)NCCN2C3=NC[C@@H](Cc4ccccc4)N3C[C@H]2Cc2ccc(O)cc2)cc1Br
→ i, i
COc1cc(-c2noc(C)c2C(=O)NCCc2c[nH]c3ccccc23)cc(OC)c1OC
→ i, i
COc1cc2oc3ccccc3c2cc1N(CC(=O)N(C)C)S(=O)(=O)c1ccccc1
→ i, i
Nc1cc(F)ccc1N1CCCCCC1
→ i, i
CN(C)c1ccc(C2N(c3ccc(Cl)cc3)C(=O)C3CCCN32)cc1 (configuration not stated)
→ i, i
O=C(CSc1nnc2ccc(-c3ccncc3)nn12)Nc1ccc(F)cc1
→ i, i
N#Cc1c(-c2ccc3c(c2)OCO3)csc1N
→ i, i
CCOc1ccc(NC(=O)CSc2nc(=O)n(CCN3CCOCC3)c3c2CCCC3)cc1
→ i, i
O=C(COC(=O)Cn1cnc2ccccc2c1=O)Nc1ccccc1Sc1ccc(Cl)cc1
→ i, i
CSc1ccccc1C(=O)N1CCCC(CCC(=O)NCc2ccc(F)c(F)c2)C1 (configuration not stated)
→ i, i
O=C(O)c1cc(=O)cc(C(=O)O)[nH]1
→ i, i
COc1cc(NC(=O)c2ccc([N+](=O)[O-])o2)ccc1NC(=O)c1cccs1
→ i, i
CCO[C@H]1OC(C(=O)O)=C[C@@H](C2CC2)[C@@H]1CCCO
→ i, i
Cc1ccccc1C(=O)NC1CC2CCC(C1)N2Cc1ccccc1 (configuration not stated)
→ i, i
COc1ccccc1N(Cc1ccccc1)S(=O)(=O)c1cc(C(=O)O)ccc1Cl
→ i, i

Further results follow.
Second line of a record – CHT inh, KCNQ2 block
COc1ccc(OC(=O)c2c(C)nn(-c3ccccc3)c2C)cc1
→ i, i
COc1ccc(/C=N/NC(=O)c2cc(-c3ccc(C)cc3C)nc3ccccc23)cc1COC(C)=O
→ i, i
Cc1occc1-c1nnc(SCC(=O)Nc2ccccc2)n1Cc1ccccc1
→ i, i
CSCC[C@@H](C(=O)O)N1Cc2ccccc2C1=O
→ i, i
Cc1cc(C(=O)NCC(=O)OCC(=O)N(C2CCCCC2)C2CCCCC2)ccc1[N+](=O)[O-]
→ i, i
Cc1ccc(CSC2=NCCN2S(=O)(=O)c2ccccc2)cc1
→ i, i
CCc1ccc(-n2c(SCC(=O)Nc3cccc(S(=O)(=O)NC4=NCCCCC4)c3)nc3ccccc3c2=O)cc1
→ i, i
CC(C)(O)c1cn(-c2nonc2N)nn1
→ i, i
Cc1nn(C)cc1/C=C1\SC(=S)NC1=O
→ i, i
COc1ccc(CN(C(=O)/C=C/c2ccco2)C2CCS(=O)(=O)C2)cc1OC (configuration not stated)
→ i, i
COc1cccc(NC(=O)Cc2nnc(SCC(=O)c3ccccc3)n2C)c1
→ x, i
COC(=O)c1ccccc1NC(=O)N[C@@H](C)C(=O)OC
→ i, i
CC(C)c1ccc(NC2CCCN(C(=O)CC3CCCC3)C2)cc1 (configuration not stated)
→ i, i
CCc1cc(C(=O)c2ccc(C)cc2)c(NC(=O)CCl)s1
→ i, i
CCOc1ccc(/C=C2/SC(=O)NC2=S)cc1
→ i, i
CC1CCCCN1C(=O)COC(=O)c1cc([N+](=O)[O-])ccc1N1CCOCC1 (configuration not stated)
→ i, i
CCN(C(=O)c1ccc(S(=O)(=O)N(C)C)cc1)C(C)C(=O)Nc1ccc(C)cc1 (configuration not stated)
→ i, i
O=C(NNC(=O)c1ccccc1OCc1ccccc1)c1ccccc1O
→ i, i
COc1ccccc1C(=O)NCCC(=O)N1CCN(c2ccccc2Cl)CC1
→ i, i
CCN(CC)S(=O)(=O)c1ccc(C(=O)/C=C/c2ccc(-c3ccc([N+](=O)[O-])cc3)o2)cc1
→ i, i
CCC1=NN(C(=O)CCc2ccccc2O)C(O)(C(F)(F)F)C1 (configuration not stated)
→ i, i
CCCCCCc1cc2cc(C(=O)NC)c(=N)oc2cc1O
→ i, i

Entries of single compounds from above.
Listed for CCN(C(=O)c1ccc(S(=O)(=O)N(C)C)cc1)C(C)C(=O)Nc1ccc(C)cc1 (configuration not stated) = CHT inh: i; KCNQ2 block: i
Listed for Cc1occc1-c1nnc(SCC(=O)Nc2ccccc2)n1Cc1ccccc1 = CHT inh: i; KCNQ2 block: i
